MC4R ag barr: human MC4R agonism via beta-arrestin | 360,000 tested, 0.98% active | P32245 | activation, % at 8.9 µM | U2OS MC4R beta-arrestin complementation, luminescence; percent of melanotan II response, DMSO zero;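 active = activation above a per-plate cutoff, the mean activation of sample wells on that plate plus 3 SD, cut at about 8% in these data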
Target sequence (P32245 whole entry, looked up): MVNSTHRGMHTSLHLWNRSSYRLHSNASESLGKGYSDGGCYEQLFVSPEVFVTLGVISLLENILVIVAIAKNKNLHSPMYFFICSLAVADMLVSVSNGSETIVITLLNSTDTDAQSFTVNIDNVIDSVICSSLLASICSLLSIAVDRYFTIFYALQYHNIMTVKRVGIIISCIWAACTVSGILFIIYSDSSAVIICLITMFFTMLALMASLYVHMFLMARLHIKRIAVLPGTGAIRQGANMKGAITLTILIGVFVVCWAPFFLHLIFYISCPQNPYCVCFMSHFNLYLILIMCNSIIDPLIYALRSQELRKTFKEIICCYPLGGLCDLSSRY
TLR9-MyD88 block: inhibitors of human TLR9-MyD88 binding; Q9NR96+Q99836; CHO BLA complementation TLR9-MyD88, CCF4 FRET ratio; inhibition, % at 4.98 µM; 340,000 tested, 0.21% active; AID 504734;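 active = inhibition above the mean over all tested compounds plus 3 SD, cut at about 21% in these data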;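 note: 0% = DMSO only wells and 100% = clavulanate BLA inhibitor control wells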
COUP-TFII inh: inhibitors of human COUP-TFII (NR2F2). 370,000 tested, 0.7% active. HEK293T NGFI-A luciferase reporter, luminescence. inhibition, % at 8.6 µM. P24468;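 active = inhibition above a per-plate cutoff, mean inhibition of test wells between control levels plus 3 SD, cut at about 38% in these data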;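 note: cells cotransfected with COUP-TFII expression vector driving the NGFI-A reporter; 0% = median of COUP-TF2 test wells and 100% = reporter-only cells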
LRH-1 inv ag: NR5A2 inverse agonism in reporter assay; O00482; HEK293T StAR-luciferase reporter, LRH-1 transfected, 24 h; inhibition, % at 3.6 µM; 360,000 tested, 0.13% active; AID 602396;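 active = inhibition above the mean inhibition of all tested compounds plus 3 SD, cut at about 73% in these data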;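 note: 0% = DMSO wells and 100% = reporter-only cells lacking LRH-1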
NOD2-RIPK2 inh: NOD2-RIPK2 protein interaction inhibition; O43353; CHO BLA complementation NOD2-RIPK2, CCF4 ratio; inhibition, % at 4.98 µM; 360,000 tested, 0.38% active; in the data active = inhibition above about 21%;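 note: 0% = vehicle only and 100% = reference blocker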
Target sequence (O43353 whole entry, looked up): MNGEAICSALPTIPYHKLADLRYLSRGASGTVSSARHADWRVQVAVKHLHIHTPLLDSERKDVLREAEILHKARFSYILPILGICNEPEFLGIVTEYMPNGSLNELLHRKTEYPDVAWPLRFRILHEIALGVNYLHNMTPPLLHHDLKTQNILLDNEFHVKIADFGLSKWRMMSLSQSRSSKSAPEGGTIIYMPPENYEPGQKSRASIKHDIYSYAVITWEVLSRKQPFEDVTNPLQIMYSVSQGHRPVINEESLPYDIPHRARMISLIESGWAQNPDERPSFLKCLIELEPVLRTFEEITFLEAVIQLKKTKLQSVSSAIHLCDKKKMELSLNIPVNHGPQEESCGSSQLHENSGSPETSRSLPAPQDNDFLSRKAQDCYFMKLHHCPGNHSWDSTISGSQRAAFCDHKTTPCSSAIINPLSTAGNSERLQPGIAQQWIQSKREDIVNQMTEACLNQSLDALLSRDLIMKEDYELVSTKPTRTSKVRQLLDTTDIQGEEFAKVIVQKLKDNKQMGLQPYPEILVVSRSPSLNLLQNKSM
SRC3 inh: human NCOA3 inhibition | HEK293 GAL4-SRC3 luciferase reporter, luminescence | Q9Y6Q9 | inhibition, % at 3.6 µM | 360,000 tested, 0.17% active;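 active = inhibition above a per-campaign cutoff, the mean of all compounds plus 3 SD, cut at about 60% in these data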;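 note: 0% = DMSO-treated cells and 100% = gossypol-treated cells at 36 µM; higher means less SRC3-driven luciferase light from the GAL4 reporter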
NCOA2 inhibitor: human SRC2 (NCOA2) inhibition | HEK293 GAL4-SRC2 luciferase reporter, luminescence | AID 651957 | 370,000 tested, 0.17% active | inhibition, % at 9 µM | Q15596;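 active = inhibition above the mean inhibition of all tested compounds plus 3 SD, set per campaign, cut at about 52% in these data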;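 note: 0% = DMSO treated cells and 100% = cells given Gossypol at 36 µM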
NCOA1 inh: inhibits human SRC1 coactivator | 360,000 tested, 0.12% active | inhibition, % at 3.6 µM | HEK293 GAL4-SRC1 luciferase reporter, luminescence;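 active = inhibition above the campaign mean plus 3 SD, with each screening campaign given its own cutoff, cut at about 60% in these data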;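 note: 0% = DMSO treated cells and 100% = gossypol at 36 µM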
ABHD5-PLIN5 inh: ABHD5-PLIN5 protein interaction inhibition. 360,000 tested, 0.78% active. Split G. princeps luciferase complementation, luminescence, 4 h. inhibition, % at 4 µM. AID 602281;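 active = inhibition above the mean inhibition across every tested compound plus 3 SD, cut at about 22% in these data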;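 note: 0% = DMSO only wells and the 100% control is not disclosed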
MC4R antagonist: antagonists of human melanocortin 4 receptor (MC4R); MC4R-expressing cells, MTII-stimulated cAMP, LANCE TR-FRET; 360,000 tested, 0.48% active; inhibition, % at 6.5 µM;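 active = inhibition above its plate's cutoff, the mean of tested wells on that plate plus 3 SD, cut at about 29% in these data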;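 note: 0% = Melanotan II alone and 100% = Melanotan II plus saturating MCL0020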
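System – human MC4R-expressing U2OS cells · Also added – Melanotan II · Dosing – one concentration, 6.5 µM nominal · Timing – 30-min compound, 1-h challenge, 1-h detection, room temperature · Measured by – Eu-cAMP/anti-cAMP TR-FRET, emission 671 nm · Replicates – singlicate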
EBV LMP1 NFkB: reduces LMP1-driven NF-kappaB luciferase signal; LMP1-induced NF-kappaB luciferase reporter cells, luminescence; inhibition, % at 12.5 µM; 350,000 tested, 0.69% active; AID 504558; in the data active = inhibition above about 41%;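 note: 0% = neutral control wells and 100% = reference inhibitor control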
* marks the source's active call; other numbers are inactive results; x = not tested or not shown. Only part of the results is shown, so the mix of outcomes need not match the whole.

SMILES | MC4R ag barr | TLR9-MyD88 block | COUP-TFII inh | LRH-1 inv ag | NOD2-RIPK2 inh | SRC3 inh | NCOA2 inhibitor | NCOA1 inh | ABHD5-PLIN5 inh | MC4R antagonist | EBV LMP1 NFkB
CSc1n[nH]c2nc3c(c(=O)n12)C1(CCCCC1)Cc1ccccc1-3 | 1.1 | -7.7 | 2.9 | -12.5 | -10.2 | 12.1 | 10.3 | -14.5 | -6.4 | 4.6 | 4.2
CN1C(=S)SC2CS(=O)(=O)CC21 (stereo not given) | -0.6 | x | 11.7 | 4.5 | -3.4 | 11.5 | -9.9 | 7.2 | 1.6 | 9.1 | x
O=C(NC1CCN(S(=O)(=O)c2ccccc2)CC1)C1CCCCC1 | 0.0 | 1.2 | 13.2 | 8.3 | -3.0 | -2.8 | -18.6 | -0.9 | -0.7 | 13.0 | -3.3
Cc1csc(NC(=O)CSCC(=O)O)c1-c1nc2ccccc2s1 | 3.8 | 1.5 | 3.4 | 5.0 | -3.7 | 22.1 | 0.6 | 6.4 | -2.1 | 6.7 | -10.8
CCc1ccccc1NC1=CC(=O)CC(C)(C)C1 | -2.1 | -3.4 | -0.5 | 17.9 | -3.2 | 16.2 | -7.4 | 4.0 | 0.7 | 1.4 | -1.8
O=C(O)CCC(=O)Nc1ccc(Br)c(Cl)c1 | -0.2 | -8.4 | -11.5 | -5.6 | -1.2 | 9.1 | 8.3 | -8.0 | 9.3 | -2.9 | -3.8
C=C(C)CNC(=O)CCc1nnc(C2(c3ccc(Cl)cc3)CCC2)o1 | 2.1 | -8.3 | -0.1 | -40.5 | -12.5 | -9.1 | -14.7 | -12.1 | -5.3 | 7.0 | -7.5
O=C(Nc1cccc(C(F)(F)F)c1)c1cc(-c2cccs2)on1 | -2.3 | 3.1 | -10.8 | -6.6 | -16.2 | -1.8 | 7.9 | 0.8 | -7.4 | 4.5 | -5.1
Cc1cccc(C)c1NC(=O)c1cc(S(=O)(=O)N2CCc3ccccc32)cn1C | 4.6 | 4.7 | -18.1 | -20.8 | -5.8 | 5.1 | 12.4 | -8.9 | -4.0 | 4.4 | 0.9
Cc1occc1-c1n[nH]c(=S)n1CC(C)C | -0.8 | 5.9 | -0.7 | 10.2 | -0.3 | 0.8 | -10.8 | 3.0 | 2.0 | 0.7 | 6.4
COc1cccc(NC(=O)CN(C)CC(=O)NCc2ccco2)c1 | -0.8 | -10.4 | -18.7 | 12.1 | -11.1 | -4.3 | 15.0 | -4.1 | 3.3 | 1.4 | -5.0
CCC(c1nc2ccccc2c(=O)n1-c1cccnc1)N1C(=O)c2ccccc2C1=O (stereo not given) | 0.1 | 5.7 | 18.3 | 20.5 | -4.2 | -0.8 | 1.9 | -20.1 | -5.0 | 5.0 | 6.6
CC(=O)Nc1cccc(Oc2cc(C#N)c(C#N)cc2N2CCOCC2)c1 | -1.6 | 9.2 | 7.0 | 20.0 | 3.6 | 26.5 | 9.2 | -11.7 | -0.4 | -0.7 | -0.4
COc1ccccc1OCCCn1c(=O)oc2ccc(C)cc21 | 2.9 | 6.3 | 10.7 | -5.7 | -2.2 | -6.0 | -15.0 | -20.6 | 6.8 | 6.2 | 2.4
Cc1ccc(NC(=O)C2C(=O)N(C)c3ccccc32)cc1 (stereo not given) | -2.1 | -8.4 | -0.2 | 7.9 | 10.4 | 13.6 | -26.0 | 1.8 | -1.7 | -3.2 | 3.6
O=C1ON(Cc2ccccc2)C(c2ccccc2)N1c1ccccc1 (stereo not given) | 2.6 | -0.7 | -2.6 | -3.9 | -7.5 | -4.1 | 3.0 | -5.9 | -5.2 | 3.1 | 5.6
CC(O)C1CCC2C3CC[C@H]4CC(O)CCC4(C)C3CC3(OCCO3)C12C (stereo not given in full) | -1.6 | -0.4 | 9.8 | 27.9 | 3.0 | 12.0 | -5.6 | 18.0 | -1.0 | -6.0 | -19.5
CCOC(=O)N1CCN(C(=O)CCn2c(=S)[nH]c3ccsc3c2=O)CC1 | -1.2 | -3.7 | -3.2 | 0.8 | -15.8 | 3.5 | 18.5 | 5.7 | -5.4 | 23.6 | -3.5
C=CCc1c(C)nc(C)nc1N/N=C/c1ccccc1 | -1.2 | 8.1 | 17.8 | 5.3 | 7.5 | 24.0 | -48.5 | 1.6 | 4.7 | 9.5 | 0.0
CC(O)c1nc2ccc(Cc3ccc4nc(C(C)O)[nH]c4c3)cc2[nH]1 (stereo not given) | 3.1 | -6.4 | -7.9 | -0.1 | -6.8 | 15.4 | -16.6 | 7.1 | 2.6 | 0.6 | 7.8
CCOC(=O)c1sc(/N=C/C2=C(O)CC(C)(C)CC2=O)c(C(=O)OCC)c1C | 0.4 | -10.7 | -33.6 | -70.4 | -4.5 | -27.1 | -29.3 | -48.5 | 5.2 | -12.9 | -15.3
Cc1c(OCC(=O)NCCCN2CCOCC2)ccc2c3c(c(=O)oc12)CCC3 | -2.6 | 8.2 | -14.8 | -12.0 | 2.9 | -52.9 | 14.8 | -15.1 | -1.1 | 0.0 | -9.8
CN(CC(=O)NCc1ccc(Cl)cc1)S(=O)(=O)c1cccc2nsnc12 | -1.4 | 7.4 | 4.7 | 13.7 | -8.5 | 4.8 | -13.9 | 4.3 | 0.4 | 6.2 | 4.3
Nc1ccc2[nH]c(=S)[nH]c2c1 | -3.0 | -4.1 | 12.6 | 14.6 | -1.1 | -8.6 | -86.8 | -3.9 | 0.0 | 5.3 | 0.2
COc1ccccc1CNC(=O)c1ccc2ccccc2n1 | -1.2 | -0.2 | 3.2 | -12.7 | -2.3 | -16.9 | -17.5 | 6.7 | 0.5 | 4.6 | -7.1
COc1cccc(C(=O)NCCNC(=O)c2ccc(C)nc2)c1 | -0.5 | -13.4 | -3.3 | -12.4 | -1.6 | -12.8 | 6.0 | -3.3 | -6.7 | 20.7 | -4.5
Fc1ccc(NC(=S)NCc2ccccc2Cl)cc1 | -0.6 | -4.6 | 5.1 | 9.0 | 3.7 | -1.8 | 4.0 | -16.7 | -4.2 | -2.0 | 10.0
COC(=O)Cc1[nH]n(-c2ccccc2)c(=O)c1C(C)=Nc1ccccc1 | 2.5 | -12.5 | -11.2 | -1.0 | 5.2 | -5.9 | -13.0 | -0.8 | -14.7 | 10.3 | -17.0
NC(=O)[C@@H]1CC2(CC(c3cccc(NC(=O)[C@H]4CCC(=O)N4)c3)=NO2)CN1C(=O)c1ccc(Cl)cc1 (stereo not given in full) | 1.4 | 8.7 | 5.2 | -3.9 | -2.8 | -14.4 | -16.5 | 6.6 | 3.4 | 12.8 | 4.1
COc1ccc(C2/C=C\CN(CC(C)C)CC(=O)N2Cc2ccc(F)cc2)cc1 (stereo not given) | 2.0 | 5.1 | 4.8 | -7.5 | 0.6 | -4.1 | -24.6 | -3.4 | 0.4 | 1.3 | -1.8
O=C(/C=C/c1ccco1)Nc1cccc(NC(=O)/C=C/c2ccco2)n1 | 0.2 | 7.6 | -24.4 | -34.9 | -4.6 | -43.9 | -18.6 | -35.3 | -0.2 | 10.5 | -25.8
O=C(Cc1ccccc1)NNS(=O)(=O)c1ccc(F)cc1 | 3.3 | 5.2 | 30.1 | 1.0 | -12.3 | 12.7 | 4.2 | 14.8 | 13.6 | 10.2 | 3.7
Cc1ccccc1-n1nnnc1Sc1nnnn1-c1ccccc1 | -0.8 | -4.8 | -7.1 | 36.8 | -1.0 | 33.5 | 32.1 | 4.8 | 9.4 | 8.4 | 55.4*
Cc1nc2c(c(-c3ccccc3)c1C#N)C(=O)c1ccccc1-2 | -2.5 | -2.1 | 9.3 | 11.9 | -13.8 | 11.3 | 4.3 | -23.6 | -0.8 | -3.5 | 6.5
O=C1NC2(CCOc3ccccc32)C(=O)N1CC(=O)N(Cc1ccccc1)C1CCS(=O)(=O)C1 (stereo not given) | 0.0 | 9.1 | -13.0 | 2.3 | -5.3 | 16.4 | -20.5 | -0.9 | 0.2 | -2.8 | -6.8
CCC(C)[C@H]1CNCCN1CCc1cccc(F)c1 (stereo not given in full) | 0.6 | -1.5 | -26.9 | -6.9 | -5.0 | 9.0 | 5.5 | -2.8 | 10.4 | 5.9 | -1.9
Cc1ccc(NC(=O)COC(=O)c2ccc[n+]([O-])c2)c(Br)c1 | -0.4 | 8.8 | -7.4 | 13.8 | 10.5 | -6.1 | 5.1 | 3.1 | -3.2 | 2.5 | -8.6
OCC[C@H]1C[C@H](O)[C@@H](O)[C@]2(Cc3ccccc3CCO2)O1 | 0.1 | 0.6 | -5.2 | 24.2 | 3.0 | -4.2 | 10.6 | 4.2 | 6.3 | -1.6 | -0.2
CC(C)(C)Cc1c(-c2cccc(Cl)c2)nc2ccc(Cl)cn12 | x | x | -8.7 | 11.2 | 6.1 | -21.9 | -19.3 | -9.1 | -2.4 | x | x
CN1CCN(/N=C/c2nc(-c3cccc([N+](=O)[O-])c3)n3ccccc23)CC1 | 1.9 | -10.8 | -0.9 | 44.3 | -6.7 | -10.2 | -13.5 | -13.4 | -3.6 | -6.1 | -0.5
CC(=O)N(C)C1=C(N2CCOCC2)C(=O)c2ccccc2C1=O | -0.6 | -1.8 | x | 99.6* | -3.2 | 87.2* | x | 84.6* | -14.5 | -29.9 | 30.0
O=[N+]([O-])c1cccc(CSC2=NCCN2S(=O)(=O)c2ccccc2)c1 | -1.1 | -11.0 | 7.9 | -3.5 | -3.4 | -12.4 | 15.5 | 8.7 | -5.4 | -5.2 | -6.0
Nc1nc(SCC(=O)Nc2cccc([N+](=O)[O-])c2)n[nH]1 | -1.1 | 2.4 | 14.6 | 18.4 | -12.8 | -15.8 | -3.1 | 2.1 | 1.2 | -6.8 | 5.8
COCCN(CCOC)C(=O)C12CCC(C)(C(=O)C1)C2(C)C (stereo not given) | -0.6 | 0.7 | 5.9 | -15.7 | 0.0 | -2.1 | -2.9 | 4.5 | -1.1 | 10.8 | 7.5
CC1Cc2cc(-c3csc(NC(=O)CCl)n3)ccc2N1C(=O)C1CC1 (stereo not given) | 1.4 | -3.8 | -8.8 | -73.0 | -0.4 | -60.5 | -59.2 | -63.3 | -8.7 | 5.3 | 6.1

Single records (already shown). Order of screens: MC4R ag barr | TLR9-MyD88 block | COUP-TFII inh | LRH-1 inv ag | NOD2-RIPK2 inh | SRC3 inh | NCOA2 inhibitor | NCOA1 inh | ABHD5-PLIN5 inh | MC4R antagonist | EBV LMP1 NFkB
CC1Cc2cc(-c3csc(NC(=O)CCl)n3)ccc2N1C(=O)C1CC1 (stereo not given) in the list: 1.4 | -3.8 | -8.8 | -73.0 | -0.4 | -60.5 | -59.2 | -63.3 | -8.7 | 5.3 | 6.1
CC(=O)N(C)C1=C(N2CCOCC2)C(=O)c2ccccc2C1=O in the list: -0.6 | -1.8 | x | 99.6* | -3.2 | 87.2* | x | 84.6* | -14.5 | -29.9 | 30.0

Bioassay records deposited in PubChem BioAssay by several laboratories.
